# High-throughput results as filed in PubChem.
# LYPLA1 inh: counter-screen for PME1 inhibitors: inhibitors of human LYPLA1 | O75608 | recombinant LYPLA1, FP-Rh probe fluorescence polarization | inhibition, % at 5.9 µM | hit rate 0.16% among 320,000;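 active = inhibition above the mean of all tested compounds plus 3 SD, set per campaign, cut at about 14% in these data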;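 also: inhibitors block serine hydrolase probe labeling of LYPLA1 so polarization falls; 0% = enzyme with DMSO and 100% = wells lacking LYPLA1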
# Target sequence (O75608 whole entry, looked up): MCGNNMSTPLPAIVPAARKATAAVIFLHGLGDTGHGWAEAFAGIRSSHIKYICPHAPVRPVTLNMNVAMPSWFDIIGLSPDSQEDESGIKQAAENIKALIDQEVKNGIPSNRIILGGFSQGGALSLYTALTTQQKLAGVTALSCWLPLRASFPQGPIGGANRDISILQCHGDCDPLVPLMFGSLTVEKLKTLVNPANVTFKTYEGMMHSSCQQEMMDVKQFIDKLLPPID
# PAD4 inh: blocks human protein arginine deiminase 4. Q9UM07. inhibition, % at 6.36 µM. hit rate 0.41% among 330,000. recombinant PAD4, RCA probe fluorescence polarization;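 active = percent inhibition above a cutoff equal to the mean of all tested compounds plus 3 SD, cut at about 15% in these data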;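 also: 0% = PAD4 with RCA probe and DMSO and 100% = probe without PAD4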
# PAFAH2 FP inh: PAFAH2 (human) inhibition | hit rate 0.99% among 340,000 | inhibition, % at 3.39 µM | AID 492956 | recombinant PAFAH2, FP-rhodamine activity probe, fluorescence polarization;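 active = inhibition above the mean over all tested compounds plus 3 SD, cut at about 30% in these data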;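 also: inhibitors block probe labeling of enzyme so polarization drops; 0% = enzyme with DMSO and 100% = wells lacking PAFAH2 protein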
# pPAFAH inh: pPAFAH (human) enzyme inhibition; recombinant pPAFAH, FP-rhodamine probe fluorescence polarization; inhibition, % at 3.39 µM; hit rate 1.5% among 330,000;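 active = inhibition above the mean inhibition across the screen plus 3 SD, cut at about 25% in these data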;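 also: inhibitors block binding of the rhodamine activity-based probe so polarization drops; 0% = enzyme with DMSO and 100% = wells lacking pPAFAH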
# Target sequence (Q13093 whole entry, looked up): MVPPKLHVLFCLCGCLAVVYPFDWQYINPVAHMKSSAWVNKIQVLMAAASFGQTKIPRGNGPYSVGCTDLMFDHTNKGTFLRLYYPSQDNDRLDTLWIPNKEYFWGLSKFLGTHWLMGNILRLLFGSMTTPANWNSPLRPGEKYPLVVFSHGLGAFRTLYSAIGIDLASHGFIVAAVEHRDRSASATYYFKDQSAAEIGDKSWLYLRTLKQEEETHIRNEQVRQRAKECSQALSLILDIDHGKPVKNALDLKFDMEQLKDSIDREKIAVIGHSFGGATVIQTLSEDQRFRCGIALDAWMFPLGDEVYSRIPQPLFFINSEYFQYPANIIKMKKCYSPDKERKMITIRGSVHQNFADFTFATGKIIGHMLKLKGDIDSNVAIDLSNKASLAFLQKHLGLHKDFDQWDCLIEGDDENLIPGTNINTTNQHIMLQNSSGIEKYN
# PAFAH1B2 inh: blocks human PAF acetylhydrolase 1b catalytic subunit 2; recombinant PAFAH1B2, FP-rhodamine activity probe, fluorescence polarization; P68402; inhibition, % at 3.39 µM; hit rate 1.2% among 340,000; AID 492953;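 active = inhibition above the mean of all tested compounds plus 3 SD, cut at about 24% in these data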;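 also: 0% = enzyme with DMSO and 100% = wells lacking PAFAH1B2; many of its hits are not listed in these tables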
# Fam108B counter: counter-screen for RBBP9 inhibitors: inhibitors of mouse Fam108B; inhibition, % at 9.51 µM; recombinant Fam108B, FP-Rh probe fluorescence polarization; hit rate 0.33% among 300,000; AID 1947;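 active = inhibition above the screen mean inhibition plus 3 SD, computed separately per campaign, cut at about 18% in these data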;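 also: inhibitors lower polarization as less probe binds the enzyme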
# PME-1 inh: blocks human protein phosphatase methylesterase 1 | Q9Y570 | recombinant PME-1, FP-Rh probe fluorescence polarization | inhibition, % at 5.9 µM | hit rate 0.53% among 320,000;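 active = inhibition above the campaign mean of all compounds plus 3 SD, cut at about 26% in these data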;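 also: competitive labeling of PME-1 active site by serine hydrolase directed probe; 0% = PME-1 with DMSO and 100% = wells lacking PME-1 enzyme; inhibitors block probe labeling so polarization falls and inhibition rises; many of its hits are not listed in these tables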
# PAFAH1B3 FP inh: inhibitors of human PAFAH1B3; recombinant PAFAH1B3, FP-rhodamine probe, fluorescence polarization; inhibition, % at 3.39 µM; hit rate 0.28% among 340,000; AID 492972;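 active = inhibition above the screen-wide average of all tested compounds plus 3 SD, cut at about 25% in these data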;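 also: 0% = enzyme with DMSO only and 100% = wells lacking PAFAH1B3 protein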
# GSTO1 counter: counter-screen for RBBP9 inhibitors: inhibitors of human GSTO1. P78417. recombinant GSTO1, activity-based probe fluorescence polarization. inhibition, % at 5.96 µM. hit rate 1.1% among 300,000;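 active = inhibition above the campaign mean inhibition plus 3 SD, cut at about 35% in these data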;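 also: 0% = GSTO1-1 with DMSO and 100% = wells lacking GSTO1-1 enzyme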
# Target sequence (P78417 whole entry, looked up): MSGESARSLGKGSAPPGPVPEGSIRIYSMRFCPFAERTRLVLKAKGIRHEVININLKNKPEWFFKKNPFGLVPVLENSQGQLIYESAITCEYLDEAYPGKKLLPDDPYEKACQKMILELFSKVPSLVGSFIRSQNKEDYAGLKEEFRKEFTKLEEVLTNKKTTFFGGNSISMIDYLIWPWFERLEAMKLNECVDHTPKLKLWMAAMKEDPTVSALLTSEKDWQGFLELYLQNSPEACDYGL
# * hit, by the source's call; · = no result given.
SMILES,LYPLA1 inh,PAD4 inh,PAFAH2 FP inh,pPAFAH inh,PAFAH1B2 inh,Fam108B counter,PME-1 inh,PAFAH1B3 FP inh,GSTO1 counter
COC(=O)c1c(-c2ccc(Br)cc2)csc1NC(=O)Cc1ccc(OC)c(OC)c1,-3.2,-1.2,5.3,2.3,0.6,-2.8,-1.4,1.9,-2.4
Cc1c(C(=O)O)sc2nc(SCC(=O)Nc3ccc(S(=O)(=O)NCCCC(=O)O)cc3)[nH]c(=O)c12,-9.4,-1.0,-2.3,2.3,4.2,-1.1,0.3,2.1,1.6
O=c1cc2n(c(=O)[nH]1)CCC1=C2CCCC1,3.4,-0.8,18.4,10.1,2.5,1.5,3.7,0.8,11.5
CSCCC(NC(=O)c1ccc(C(C)(C)C)cc1)C(=O)OCC(=O)N1CCCC1=O (centres undefined),-0.5,-0.9,1.1,6.0,2.3,·,-8.2,3.6,·
O=C(Cn1c(=O)oc2cc(S(=O)(=O)N3CCCC3)ccc21)NC1CCCCC1,2.2,2.5,9.8,-1.7,4.9,3.4,-2.6,-6.9,3.7
O=C(CN1C(=O)NC(Cc2c[nH]c3ccccc23)C1=O)Nc1cccc(S(=O)(=O)N2CCCCCC2)c1 (centres undefined),-2.7,0.3,-6.0,2.0,-0.3,8.4,3.6,-5.6,-7.4
Cc1ccc(C(=O)OCC(=O)NCCNC(=O)COC(=O)c2ccc(C)s2)s1,0.5,2.0,2.2,6.2,4.9,0.6,3.0,7.1,-1.7
O=C(Cc1ccccc1)N(c1ccc(F)cc1)C1C=CS(=O)(=O)C1 (centres undefined),5.6,0.3,2.5,4.5,-0.1,0.1,-2.0,11.2,-7.7
O=C(Cc1ccc([N+](=O)[O-])cc1)Nc1ccc(O)cc1C(=O)O,0.0,-2.9,7.3,7.2,-0.2,-1.6,9.6,1.4,-3.4
CC1=C/C(=C(/c2cc(C)c(O)c(Br)c2)c2ccccc2S(=O)(=O)O)C=C(Br)C1=O,-14.9,-20.7,-19.2,-3.9,-14.0,-29.3,-38.6,-24.8,6.5
c1cc2c(cc1-c1[nH]ncc1CN1CC3C[C@@H]4CC1C[C@H](C3)C4)OCO2,0.4,-0.1,-7.3,5.0,1.4,0.1,-3.0,-0.3,11.3
CN(Cc1ccc(F)cc1)C(=O)c1cccc(OC2CCN(C3CCCC3)CC2)c1,0.7,2.8,-1.5,0.1,0.8,-0.2,-1.1,-0.8,22.6
N#Cc1c(F)cccc1N1CCN(Cc2ccc3c(c2)OCO3)CC1,0.5,0.5,-3.4,2.5,5.4,3.2,-5.1,6.4,2.3
COc1ccc(C(=O)OCC(=O)c2c[nH]c3ccccc23)c(OC)c1,·,-6.6,3.5,-3.7,0.4,·,·,9.8,·
O=C(CCSCCC(=O)NCc1cccs1)NCc1cccs1,0.3,1.7,1.1,-2.4,1.2,-5.0,-1.0,7.5,-4.0
O=C1CCc2nc3ccccc3c(=O)n2N1,1.6,4.7,3.1,-1.4,1.3,-1.7,0.5,12.6,-4.1
COc1ccc(C(C)(C)C)cc1S(=O)(=O)N1CCC(C(N)=O)CC1,0.5,1.5,2.8,-0.6,4.6,-1.7,3.7,10.6,0.0
Cc1cc(NC(=S)N(CCCN2CCOCC2)Cc2ccco2)ccc1Cl,4.0,-0.8,-3.1,8.0,3.8,-2.4,0.4,0.0,4.5
O=C(CCC(=O)c1cccs1)OCC(=O)c1ccccc1,·,-1.1,6.6,4.7,0.4,·,·,12.7,·
CC(C)SCC(=O)Nc1ncc2c(n1)-c1ccccc1CC2,4.0,-0.1,6.7,7.5,4.6,-0.8,-0.4,0.7,14.8
CCOC(=O)c1cnc(SCC(=O)N2CCN(C(=O)c3ccco3)CC2)nc1N,-1.2,1.8,-0.3,5.1,2.8,4.2,-2.5,4.5,2.4
Cc1ccc(C(=O)CC2(O)C(=O)N(Cc3ccccc3)c3ccccc32)o1 (centres undefined),1.3,-5.2,3.5,2.9,4.0,-0.8,-5.5,4.7,2.6
COc1cccc(C(=O)Nc2nnc(S(=O)(=O)N3CCCCC3)s2)c1,-0.6,-1.7,-0.8,1.9,4.0,-1.5,-0.5,2.0,-63.3
C[C@]12c3[nH]c4ccccc4c3CCN1C(=O)C(CC(=O)NCC13CC4CC(CC(C4)C1)C3)C[C@@H]2C(=O)N1CCOCC1 (some centres undefined),·,0.5,17.1,0.3,2.4,·,·,7.0,·
C/C(CC(=O)Nc1ccc(Cl)cc1C(F)(F)F)=N\NC(=O)c1ccccn1,-7.9,2.8,0.9,-5.9,-1.1,-0.7,5.5,-2.7,-0.4
Cc1cccc(N(CC(=O)Nc2ccccc2-c2ccccc2)S(=O)(=O)c2ccccc2)c1C,-2.8,3.1,-8.5,4.2,-2.6,-2.0,0.8,-5.8,-2.2
Cc1cc(N2C(=O)c3ccc(C(=O)Nc4ccc(O)cc4C(=O)O)cc3C2=O)no1,-0.9,0.3,0.9,-0.1,2.0,6.5,-0.8,2.2,3.1
COc1cccc(CNCc2ccc(OC)cc2OC)c1,-1.6,0.2,-3.5,-3.7,5.8,8.4,-0.3,0.2,-1.9
CC1(C)CC(=O)CC(C)(C)N1OC(=O)c1ccccn1,-3.4,0.4,-0.1,-4.9,2.6,-1.3,-8.8,5.4,21.2
CCSc1nc2c(c(=O)[nH]1)C(c1ccccn1)C1=C(CC(C)(C)CC1=O)N2 (centres undefined),-3.8,-5.4,22.0,-5.2,7.2,-3.9,-9.1,4.7,-4.0
c1ccc(C2=Nn3c(nnc3-c3ccco3)SC2)cc1,-1.1,0.6,-1.8,2.2,1.7,-1.7,5.6,6.2,-1.7
COc1ccc(C(=O)Oc2cc3c4c(c2)C(C)=CC(C)(C)N4C(=O)C3=O)cc1OC,2.7,9.0,-5.3,-0.6,-1.1,1.4,6.2,-6.4,1.8
COc1cccc(C(=O)N2N=C(c3ccccc3)CC2(O)C(F)(F)F)c1 (centres undefined),-1.1,-2.7,0.8,-2.6,1.5,1.1,1.3,-1.9,5.2
Cc1ccc(C(=O)NCCCN2CCOCC2)c(Cl)c1,2.3,0.5,1.4,-1.1,6.5,-0.7,-2.7,7.3,1.5
C/C(N)=C(/C#N)C(=O)CSc1nc2scc(-c3ccccc3)c2c(=O)n1C,-3.7,-2.7,-3.8,-0.9,0.1,-4.6,-4.2,3.3,-9.3
Cc1ccc(NC(=O)CN(C)C(=O)/C=C/c2ccc3c(c2)OCO3)cc1,-1.9,3.1,-2.3,-0.5,-2.2,·,-2.6,2.2,·
CCOC(=O)c1cccc(NS(=O)(=O)c2c(C(=O)N3CCCCCC3)c(C)n(C)c2C)c1,0.2,-1.2,-0.6,-1.7,0.6,-1.6,0.5,5.7,2.0
CC1(C)C(c2ccccc2)=NC(c2ccccc2)N1O (centres undefined),4.1,-4.3,3.1,7.7,4.0,2.8,-4.8,-3.1,-0.9
CCOc1ccc(NC(=O)CN(C)C(=O)C2CCN(c3ncnc4sc(C)c(C)c34)CC2)cc1OCC,-2.6,0.5,6.3,-0.1,4.4,3.1,-4.7,-0.4,-3.7
CCCCOC(=O)c1cc(-c2ccc(/C=N/n3cnnc3)o2)ccc1Cl,-3.8,-8.2,3.9,7.8,2.0,-1.2,0.0,-1.6,-4.9
O=C(C1CCN(S(=O)(=O)N2CCC3(CC2)OCCO3)CC1)N1CCN(Cc2ccccc2)CC1,-0.6,1.9,5.5,3.1,0.7,5.2,-3.1,9.2,-2.9
CC(/C=N/NC(=O)c1cc(-c2cccn2C)n[nH]1)=C\c1ccccc1,-6.2,5.1,·,10.2,·,-4.8,-1.4,·,-2.0
O=c1c2ccccc2nc2n1CCS2,0.3,0.6,2.0,-2.3,4.6,-3.0,0.2,3.7,0.0
Cc1ccc(CN2CCN(Cc3ccccc3)C(CCO)C2)s1 (centres undefined),-0.9,3.4,-2.0,0.8,-0.1,-1.4,2.1,-1.5,6.5
CCOc1cc(C(=O)NN=C2CCCC2)cc(OCC)c1OCC,-1.0,2.5,5.4,4.3,5.1,0.3,-2.5,4.0,-2.6
O=C(NCCc1ccccc1)C1CCN(C(=O)N2CCOc3ccccc32)CC1,-2.6,1.9,2.2,2.1,0.3,3.3,-2.8,4.7,7.3
CC(=O)NCCSCCNC(C)=O,-1.7,0.4,-1.6,0.7,2.0,0.0,2.0,7.7,-8.3
CC(=O)C1=C(C)OC(N)=C(C#N)C1c1cc2cc(C)c(C)cc2nc1Cl (centres undefined),-2.9,-4.3,-3.5,-0.2,2.3,-4.8,-1.6,4.6,-2.3
CN(C)c1ccc(NC(=S)c2ccccn2)cc1,-1.6,-0.3,-3.7,2.2,1.9,3.7,-1.6,4.5,-2.5
COc1ccc(C(=O)OCC(=O)NC2CC2)cc1OC,4.0,-1.2,66.6*,1.1,2.8,·,-8.9,4.1,·
CCCCC(CC)C(=O)NCCc1ccc(S(N)(=O)=O)cc1 (centres undefined),1.8,2.7,-0.7,0.2,2.8,7.6,5.5,-0.6,26.2
O=C(COC(=O)c1cc(S(=O)(=O)N2CCOCC2)ccc1F)Nc1ccc(Cl)cn1,-2.4,-0.4,-9.6,-0.9,1.6,·,-3.5,-3.4,·
O=C(O)c1ccc(N2N=C(c3ccccc3)CC2c2ccccc2)cc1 (centres undefined),-2.4,-1.5,2.4,32.1*,-1.7,6.6,1.9,-6.6,4.3
Cc1ccc(-c2[nH]c(-c3ccc(Cl)cc3)nc2SCC(=O)NCC2CCCO2)cc1 (centres undefined),0.0,-1.2,-1.0,-7.0,6.5,5.9,8.5,4.4,5.5
O=C(/C(=C/O)N=Nc1cccc(C(F)(F)F)c1)c1ccccc1,-1.7,-1.9,2.2,3.1,-1.8,-0.9,2.8,-0.6,-3.0
Cc1cc(C)nc(NC(=O)c2cc(-c3ccc(C)s3)nc3ccccc23)c1,-3.7,1.0,0.1,-4.3,-3.2,-4.9,-7.2,-3.3,-6.2
O=C(c1cc(-c2cccs2)on1)N1CCCCC1,1.7,2.1,-4.2,2.5,1.7,2.1,3.2,-5.9,17.1
c1ccc(Cn2c(SCc3nc4ccccc4s3)nnc2-c2ccco2)cc1,-3.3,-6.9,14.6,13.4,-0.8,-5.7,7.4,2.4,4.3
CC(=O)Oc1ccc(NC(=O)C2CCCCC2)c(C(=O)O)c1,-2.3,-1.9,7.0,0.1,5.6,-0.6,-2.7,4.3,-9.9
Cc1ccc(CNC(=O)CN2C(=O)COc3ccc(S(=O)(=O)N4CCC(C)CC4)cc32)o1,-4.3,3.2,2.0,2.1,4.2,-0.4,3.6,1.0,1.9
Cc1ccc(C(C)C)c(OCCCn2ccnc2C)c1,6.2,-0.2,4.8,4.1,4.3,-2.7,-5.2,6.7,20.3
CNC(=O)c1cccc(NC(=O)c2cc(-c3ccccc3)nc3c2cnn3C(C)C)c1,-50.9,-10.3,-38.1,-26.5,-18.0,·,-66.1,-33.7,·
Cc1ccccc1OCCC(=O)OCC(=O)NC1CCS(=O)(=O)C1 (centres undefined),1.7,-2.8,-2.3,1.8,1.1,0.3,1.3,15.6,-0.4

# This is a subset; count on the stated rates, not on these rows.
